DRD3 agonist: agonists of human D3 dopamine receptor; AID 652048; max activation, %; P35462; 0.58% of 410,000 active; D3R DiscoveRx beta-arrestin cells, luminescence, 90 min; in the data active = max activation above about 30%; note: 0% is about no effect; mostly tested at two doses, the higher about 12 µM
Target sequence (P35462 whole entry, looked up): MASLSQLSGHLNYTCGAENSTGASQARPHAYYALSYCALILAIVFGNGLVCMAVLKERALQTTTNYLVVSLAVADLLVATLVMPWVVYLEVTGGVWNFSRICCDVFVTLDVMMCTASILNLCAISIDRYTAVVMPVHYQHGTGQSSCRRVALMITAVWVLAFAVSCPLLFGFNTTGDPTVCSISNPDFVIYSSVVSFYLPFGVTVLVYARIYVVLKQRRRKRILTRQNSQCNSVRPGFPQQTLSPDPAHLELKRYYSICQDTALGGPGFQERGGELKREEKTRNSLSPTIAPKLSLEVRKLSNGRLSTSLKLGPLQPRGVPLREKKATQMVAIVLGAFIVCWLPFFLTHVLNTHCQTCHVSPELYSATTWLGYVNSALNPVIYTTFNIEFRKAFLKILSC
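Agonist mode: compounds and dopamine controls were applied to plated cells for 90 min at 37 degrees C after an overnight attachment at 1500 cells/well. Luminescent read-out followed 30 - 60 minutes at room temperature with DiscoveRx detection reagent.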
aSyn yeast inh: inhibitors of alpha-synuclein toxicity in yeast. Yeast expressing alpha-synuclein, growth rescue, BacTiter-Glo, 24 h. Potency, µM (top dose mostly 46.1 µM), for inactives: at the top dose growth rescue (activation), most hits filed as activators. 0.14% of 370,000 active; note: potency is the fitted concentration of half-maximal effect; % of control where 0% means no effect; nearly all actives have a fitted effect of over 65% in size
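Rescue of yeast growth: cells expressing toxic alpha-synuclein, induced in galactose at OD600 0.02, incubated with compound 24 h at 30 C. ATP luminescence quantified growth; inhibitors of toxicity appear as activators.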
PTHR1 agonist: agonists of human PTHR1 parathyroid hormone receptor; 0.075% of 410,000 active; Potency, µM (doses to about 115 µM), inactives show at the highest dose activation, most hits filed as activators; Q03431; HEK293 GP2 PTHR1 cells, GloSensor cAMP luminescence, 1 h; AID 743266; note: potency is the fitted concentration of half-maximal effect; nearly all actives have a fitted effect of over 55% in size; some results filed as inactive show a strong effect at the top dose; inactives centre near -15; many of its hits are not listed in these tables
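HEK-293-derived GP2 cells expressing PTHR1 and a GloSensor cAMP reporter, 3,000/well, plated overnight, given luciferin plus IBMX (each 0.5 mM as added) for 1 h at 37 °C, then compound for 1 h at 37 °C. Luminescence was read after 15 min at room temperature.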
GLP1R inv ag: acts as inverse agonist at human GLP-1 receptor | P43220 | HEK293 GLP-1R CRE-luciferase, luminescence, 24 h; GLP-1R form is constitutively active | Potency, µM (doses to about 38.3 µM), inactives show at the top dose activity change, negative = inhibition, most hits filed as inhibitors | 1.6% of 410,000 active | AID 624417; note: potency is the fitted concentration of half-maximal effect; % is set by controls: 0 for no effect and ±100 for the full control effect; nearly all actives have a fitted effect of over 55% in size
Target sequence (P43220 whole entry, looked up): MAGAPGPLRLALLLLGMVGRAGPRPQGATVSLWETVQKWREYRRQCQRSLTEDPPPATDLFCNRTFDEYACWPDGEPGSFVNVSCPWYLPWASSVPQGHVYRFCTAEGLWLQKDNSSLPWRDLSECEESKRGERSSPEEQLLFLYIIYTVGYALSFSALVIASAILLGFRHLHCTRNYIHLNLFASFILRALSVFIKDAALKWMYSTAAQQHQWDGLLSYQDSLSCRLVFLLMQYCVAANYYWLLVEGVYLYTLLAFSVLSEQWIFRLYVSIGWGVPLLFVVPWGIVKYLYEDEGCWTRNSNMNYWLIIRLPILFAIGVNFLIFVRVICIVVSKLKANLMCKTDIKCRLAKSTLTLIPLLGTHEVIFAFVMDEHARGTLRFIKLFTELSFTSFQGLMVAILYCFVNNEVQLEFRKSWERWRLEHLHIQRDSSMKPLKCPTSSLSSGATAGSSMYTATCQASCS
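Luminescence readout: a drop in cAMP-driven luciferase signal flags inverse agonism at a constitutively active GLP-1R stably expressed in HEK293. Compound exposure lasted 24 hr at 37 deg C, 5% CO2.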
GLP1R ag: agonists of human GLP-1 receptor. HEK293 GLP-1R CRE-luciferase, luminescence, 4-6 h; cells express a hypersensitive GLP-1R form. Potency, µM (highest dose often 45.6 µM), inactives show top-dose activation, hits mostly activators. 0.007% of 380,000 active; note: potency is the fitted concentration of half-maximal effect; % of control where 0% means no effect
HEK293 tox: cytotoxic in the GLP-1 receptor inverse agonist counter-screen; HEK293 cAMP-luciferase reporter cells, luminescence, 24 h; Potency, µM (series often up to 38.3 µM), without a hit: at the highest dose activity change, negative = inhibition, most hits filed as inhibitors; 0.13% of 410,000 active;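 note: loss of luciferase light is scored as toxicity; potency is the fitted concentration of half-maximal effect; % is set by controls: 0 for no effect and ±100 for the full control effect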
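Here, cytotoxicity is scored as loss of luminescence. The MLSMR collection was tested on cells seeded in medium containing 10% Nu serum, with a 24 hr compound exposure preceded by 12 hours of culture.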
KB-V1 cytotox: KB-V1 MDR subline cytotoxicity; KB-V1 MDR cells viability, CellTiter-Glo, 72 h; Potency, µM (titrated, usually from 46.1 µM), inactives show top-dose activity change, negative = cytotoxicity, usual class: cytotoxic; 3.4% of 400,000 active; AID 1347076; note: potency is the fitted concentration of half-maximal effect; % is set by controls: 0 for no effect and ±100 for the full control effect; nearly all actives have a fitted effect of over 60% in size
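KB-V1 MDR subline cells in DMEM (phenol-red free, 10% FBS) exposed to compounds in qHTS concentration series for 72 h at 37 degrees C. Viability read by CellTiter-Glo luminescence; concentration-effect curves fitted after normalization and correction.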
DRD3 antagonist: antagonists of human D3 dopamine receptor | P35462 | D3R cells, DiscoveRx beta-arrestin luminescence, antagonist mode; active compounds read low | max response, negative = inhibition, % | 2.5% of 360,000 active; in the data active = max response below about -50%; inconclusive = no clear call, values can overlap the other calls; note: % is set by controls: 0 for no effect and ±100 for the full control effect; mostly tested at two doses, the higher about 12 µM
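Cells plated overnight at 1500 cells/well, then exposed to library compounds with dopamine controls for 90 minutes at 37 degrees C. DiscoveRx reagent added for 30–60 minutes at room temperature; luminescence read, quantitative HTS format.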
TDP-43 yeast inh: rescues yeast growth from TDP-43 toxicity. TDP-43 expressing yeast growth rescue, BacTiter-Glo, 24 h. Potency, µM (top dose mostly 46.1 µM), inactives show at the top dose growth rescue (activation), actives largely listed as activators. 1.8% of 410,000 active. AID 652104; note: potency is the fitted concentration of half-maximal effect; % of control where 0% means no effect; nearly all actives have a fitted effect of over 50% in size
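Yeast cells expressing TDP-43 under galactose induction are exposed to compounds for 24 hr at 30 deg C. BacTiter-Glo luminescence measures growth, so protective compounds score as activators.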
The depositor's hits bear a star; i = inactive; ? = inconclusive; · = not tested or not shown; & = joins results of further samples; [ ] = dose if it differs, or a comment. Unless noted, calls come from the whole dose curve; as a rule, active = well fitted curve in the direction sought with a large enough effect; inconclusive = small, poorly fitted or top-dose-only effect, or another doubt; inactive = no such curve, though single readings can be large; an effect the other way counts as inactive or inconclusive. Only part of the results is shown; rates above refer to the full screens.

structure	DRD3 agonist	aSyn yeast inh	PTHR1 agonist	GLP1R inv ag	GLP1R ag	HEK293 tox	KB-V1 cytotox	DRD3 antagonist	TDP-43 yeast inh
Cc1ccccc1C(c1ncccc1C)N(C)C(=O)C1CCN(CCOc2ccc(Cl)cc2Cl)CC1 (configuration not stated)	20	-20%	i	?	-11%	10µM*	?	-21	12%
Cc1ccc(C2(O)CN3CCC2CC3)cc1 (configuration not stated)	-1	2%	-14%	-2%	-1%	-2%	1%	-1	9%
O=[N+]([O-])c1c(Nc2ccc(O)cc2)cc(Cl)c2nonc12	-13	9%	-94%[inhibitor]	?	-11%	?	8%	-161*	-20%
CC(C)CC(N)c1csc(NC(=O)c2cc(C(C)(C)C)nn2Cc2ccccc2)n1 (configuration not stated)	1	-32%[inhibitor]	-7%	?	-18%	?	18µM*	6	2%
COc1ccc(NC(=O)c2ccco2)cc1NC(=O)COc1cccc(C)c1C	4	·	-16%	35%	·	-5%	-4%	·	?
Cc1cccc(N2CCc3c2nc2ccccc2c3N)c1	-11&5	0%&9%	-4%&-8%	?	3%&9%	?	?	?	12%&12%
O=C1NC(=O)C(CCc2ccncc2)(c2ccccc2)C(=O)N1	-4	-3%	i	20%	-6%	-13%	4%	4	3%
O=C(c1ccc2c(c1)ncn2C1CCCCCC1)N1CCC2(CC1)OCCO2	0	2%	-52%[inhibitor][57.5 µM]	-6%	-3%	-29%	?	34	4%
OC(CNCCc1c[nH]c2ccccc12)c1ccccc1 (configuration not stated)	-15	-2%	i	-12%	?	-4%	-8%	-1	-17%
COc1ccc(C(=O)NCCn2cc(SCc3ccc(C(F)(F)F)cc3)c3ccccc32)cc1OC	3	·	?	?	-1%	2%	-15%	·	6%
Cc1cccc(Cn2c(C)c(C)c3cc(C(=O)NCc4ccco4)ccc32)c1	-25	·	i	?	·	?	-28%	·	2%
C#C[C@]1(O)CCC2C3C(=O)C=C4C(Cl)=CCC[C@]4(C)C3CC[C@@]21C (some centres not stated)	-9	1%	i	3%	12%	-29%	0%	-15	-14%
COCCN1Cc2cc(=O)n3c([nH]c4ccccc43)c2C1=N	5	1%	i	11%	7%	8%	0%	0	-16%
C[C@]12CCC3C(CC[C@H]4[C@H](O)[C@H](O)CC[C@]34C)C1CCC2=O (some centres not stated)	1	5%	i	30%[activator]	7%	-3%	12%	8	10%
C[C@H]1CC[C@@H]2[C@@H](C)[C@H]3[C@H](C[C@H]4[C@@H]5CC=C6C[C@@H](O[C@@H]7O[C@H](CO)[C@H](O)[C@H](O[C@@H]8O[C@H](CO)[C@@H](O)[C@H](O)[C@H]8O)[C@H]7O[C@@H]7O[C@@H](C)[C@H](O)[C@@H](O)[C@H]7O)CC[C@]6(C)[C@H]5CC[C@]34C)N2C1	21	-1%	-68%[inhibitor]	-26%	-24%	-30%	?	-20	0%
CCOc1cc(/C=C2\SC(=S)N(NC(=O)c3cccnc3)C2=O)ccc1O	-3	-28%	i	4%	2%	11µM*	-12%	0	-3%
O=c1[nH]c(O)c(N=Nc2cccc(S(=O)(=O)N3CCOCC3)c2)c(=O)[nH]1	2	3%	-21%	-5%	-4%	-8%	-1%	3	6%
Cc1cc(C)c(N=Cc2c(O)[nH]c(=O)[nH]c2=O)c(C)c1	1	3%	-4%	57%[activator]	16%	-26%	5.2µM*	12	8%
CCn1cc(CN2CCCC(C(=O)c3cccc(C(F)(F)F)c3)C2)cn1 (configuration not stated)	-21	3%	14%	-10%	14%	5%	4%	-84*	-6%
COc1cccc(C(=O)Nc2ccc3nc(SCC(=O)N(C)c4ccccc4)sc3c2)c1	1	·	-94%[inhibitor]	?	·	?	?	·	8%

Filtered by structure: those above containing a furan ring, fused or not (2)
structure	DRD3 agonist	aSyn yeast inh	PTHR1 agonist	GLP1R inv ag	GLP1R ag	HEK293 tox	KB-V1 cytotox	DRD3 antagonist	TDP-43 yeast inh
COc1ccc(NC(=O)c2ccco2)cc1NC(=O)COc1cccc(C)c1C	4	·	-16%	35%	·	-5%	-4%	·	?
Cc1cccc(Cn2c(C)c(C)c3cc(C(=O)NCc4ccco4)ccc32)c1	-25	·	i	?	·	?	-28%	·	2%

(list continues)
structure	DRD3 agonist	aSyn yeast inh	PTHR1 agonist	GLP1R inv ag	GLP1R ag	HEK293 tox	KB-V1 cytotox	DRD3 antagonist	TDP-43 yeast inh
COc1cccc(C2Nc3ccccc3C(=O)N2Cc2ccccc2)c1 (configuration not stated)	-4	3%	i	?	-1%	5%	?	-4	20%
O=C1C2CCN(CC2)C1Cc1ccc(OCCOc2ccccc2)cc1 (configuration not stated)	-10	0%	-22%	?	5%	16%	-20%	8	-23%
CCN(Cc1ccccc1)S(=O)(=O)c1ccc(C(=O)N(CCCN(C)C)c2nc3cc4c(cc3s2)OCCO4)cc1	1	-6%	-18%	13µM*	-11%	?	-20%	?	-9%
OCCNc1c2c(nc3ccccc13)CCCC2	-1	1%	-24%	5%	5%	-20%	10%	-26	3%
C[C@@H]1CN([C@H](C)CO)C(=O)CCCn2nncc2CO[C@@H]1CN(C)C(=O)Nc1ccc(N2CCCCC2)cc1	4	0%	-23%	17%	-5%	-22%	30%	18	4%
Cc1cc(Cl)ccc1OC(C)C(=O)O (configuration not stated)	0	0%	-5%	0%	0%	-3%	11%	3	0%
C=CCn1c(O)c(C(CC)=NCc2ccco2)c(=O)[nH]c1=O	13	-1%	-9%	64%[activator]	6%	5%	0%	15	8%
COc1ccc(CN2C(=O)NC(=O)/C(=C/c3ccc(OC)c(OC)c3OC)C2=O)cc1	4	2%	-14%	-4%	0%	-16%	-1%	5	25%
CN1CC(C(=O)c2cccc(C(F)(F)F)c2)C(c2ccc(Cl)cc2)C1 (configuration not stated)	-11	?	i	?	10%	-7%	-1%	-23	-2%
O=C(OCCCCN1C(=O)c2ccccc2C1=O)c1ccc(Br)o1	1	4%	i	?	13%	12%	4%	22	?
Cc1cc(=O)oc2c(C)c(OCC(=O)N3C[C@H]4C[C@@H](C3)c3cccc(=O)n3C4)ccc12	-15	5%	-22%	23%	-2%	2%	-13%	26	1%
OCC#CC[N+]1(CC#Cc2ccccc2)CCCC1	-8	-3%	-12%	7%	-5%	-2%	27%	17	-15%
COc1ccc(CCn2c(O)c(C=NCCCO)c(=O)[nH]c2=O)cc1OC	-1	-9%	-9%[57.5 µM]	33%[activator]	15%	-3%	2%	15	8%
O=Cc1cn(Cc2ccc([N+](=O)[O-])cc2)c2ccccc12	5	9%	i	2.2µM*	-1%	-17%	?	10	20%
CC(C)(C)c1o[nH]c(=O)c1CC(N)C(=O)O (configuration not stated)	-9	1%&3%	-4%	1%	2%	8%	16%	-6	4%
O=c1[nH]c2ccccc2n1C1CCN(C(c2cc3ccccc3o2)c2nnnn2Cc2ccccc2)CC1 (configuration not stated)	3	3%	-58%	?	-16%	?	?	78	19%
Cc1cc(C=C2C(=O)NC(=S)NC2=O)c(C)n1-c1ccc2c(c1)OCO2	-2	-1%	i	-21%	1%	-5%	-21%	-18	-17%
O=C1NC(=O)C(Nc2ccccc2)C(=O)N1	-3	-2%	?	4%	0%	-1%	0%	-3	-15%
Cc1ccc(Oc2cc(NN3CCCCC3)c([N+](=O)[O-])cc2[N+](=O)[O-])c([N+](=O)[O-])c1	1	2%	i	-1%	6%	-16%	?	2	-11%
O=C(N/N=C/c1c(O)n(Cc2ccccc2)c(=O)[nH]c1=O)c1ccccc1	-2	-9%	-2%	21%	-6%	46%	4%	-21	-7%
CCC1(CCCC(=O)c2ccc(F)cc2)C(=O)NC(=S)NC1=O	12	-5%	i	1%	-3%	-5%	?	?	27%
C[C@H](NC(=O)CCC(=O)N1C[C@H]2C[C@H](C1)c1cccc(=O)n1C2)c1ccccc1	1	-1%	i	-2%	6%	0%	?	12	7%
COc1ccc(CCNCc2ccccc2)cc1	-21	-6%	i	-15%	-2%	2%	4%	-24	-5%
CC(C)(Oc1ccc(Cl)cc1)C(=O)OCC(=O)N1CCN(c2ccccc2)CC1	8	13%	-35%[inhibitor]	?	-4%	-12%	1%	3	14µM*
N[C@@H](Cc1ccc(N(CCCl)CCCl)cc1)C(=O)O	-19&-4	11%	-24%	?	0%&-5%	?	-1%	-1	?
Cn1c(O)c(C(=O)c2ccccc2F)c(=O)n(C)c1=O	0	13%	-10%[57.5 µM]	5%	-13%	1%	-5%	13	-6%

Rewritten as labelled records: part of the list above
structure: CCC1(CCCC(=O)c2ccc(F)cc2)C(=O)NC(=S)NC1=O
  DRD3 agonist: 12	aSyn yeast inh: -5%	PTHR1 agonist: i	GLP1R inv ag: 1%	GLP1R ag: -3%	HEK293 tox: -5%	KB-V1 cytotox: ?	DRD3 antagonist: ?	TDP-43 yeast inh: 27%

structure: C[C@H](NC(=O)CCC(=O)N1C[C@H]2C[C@H](C1)c1cccc(=O)n1C2)c1ccccc1
  DRD3 agonist: 1	aSyn yeast inh: -1%	PTHR1 agonist: i	GLP1R inv ag: -2%	GLP1R ag: 6%	HEK293 tox: 0%	KB-V1 cytotox: ?	DRD3 antagonist: 12	TDP-43 yeast inh: 7%

structure: COc1ccc(CCNCc2ccccc2)cc1
  DRD3 agonist: -21	aSyn yeast inh: -6%	PTHR1 agonist: i	GLP1R inv ag: -15%	GLP1R ag: -2%	HEK293 tox: 2%	KB-V1 cytotox: 4%	DRD3 antagonist: -24	TDP-43 yeast inh: -5%

structure: CC(C)(Oc1ccc(Cl)cc1)C(=O)OCC(=O)N1CCN(c2ccccc2)CC1
  DRD3 agonist: 8	aSyn yeast inh: 13%	PTHR1 agonist: -35%[inhibitor]	GLP1R inv ag: ?	GLP1R ag: -4%	HEK293 tox: -12%	KB-V1 cytotox: 1%	DRD3 antagonist: 3	TDP-43 yeast inh: 14µM*
